TDP1 inh: blocks human tyrosyl-DNA phosphodiesterase 1. recombinant TDP1, AlphaScreen DNA substrate cleavage. Potency, µM (titrated, usually from 130 µM), without a hit: top-dose activity change, negative = inhibition, hits mostly inhibitors. 0.28% of 350,000 active. AID 485290; also: nearly all actives have a fitted effect of over 40% in size
Target sequence (Q9NUW8 whole entry, looked up): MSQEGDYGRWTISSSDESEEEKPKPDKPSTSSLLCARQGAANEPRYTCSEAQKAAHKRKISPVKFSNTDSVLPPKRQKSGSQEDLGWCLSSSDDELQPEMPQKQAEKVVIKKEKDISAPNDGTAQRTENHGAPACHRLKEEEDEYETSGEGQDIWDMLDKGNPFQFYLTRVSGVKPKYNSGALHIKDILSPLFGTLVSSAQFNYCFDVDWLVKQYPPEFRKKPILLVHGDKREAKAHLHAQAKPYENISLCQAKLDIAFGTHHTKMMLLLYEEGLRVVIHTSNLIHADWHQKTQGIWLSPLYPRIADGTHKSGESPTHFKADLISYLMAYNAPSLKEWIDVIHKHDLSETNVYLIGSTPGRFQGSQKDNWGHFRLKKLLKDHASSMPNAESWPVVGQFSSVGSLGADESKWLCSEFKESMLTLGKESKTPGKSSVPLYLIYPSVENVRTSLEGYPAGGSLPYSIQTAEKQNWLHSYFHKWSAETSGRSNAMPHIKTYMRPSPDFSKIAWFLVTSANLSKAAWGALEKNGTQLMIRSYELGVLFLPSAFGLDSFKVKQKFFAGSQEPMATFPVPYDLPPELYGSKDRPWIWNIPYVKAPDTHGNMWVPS
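Compounds were preincubated with Tdp1 (1 nM final) for 15 min at room temperature before substrate (15 nM final) started a 5 min reaction; beads (10 ug/ml final) were then added for 10 min before AlphaScreen detection.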
TDP1 cell noCPT: qHTS for Inhibitors of human tyrosyl-DNA phosphodiesterase 1 (TDP1): qHTS in cells in absence of CPT; DT40 Tdp1-/- hTDP1 cells, no CPT, ATP luminescence, 48 h; 15% of 420,000 active; Potency, µM (series often up to 46.2 µM), inactives show at the highest dose activity change, negative = growth inhibition, usual class: inhibitors; AID 686978, 2013; also: nearly all actives have a fitted effect of over 55% in size
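No-CPT arm: Tdp1-/-;hTDP1 DT40 cells (400/well) plus compounds, incubated ≥48 hr at 37 °C. Readout CellTiter-Glo luminescence.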
TDP1 cell CPT: growth inhibition of DT40 Tdp1-/-;hTDP1 cells with camptothecin (screen for TDP1 inhibitors). chicken DT40 Tdp1-/-;hTDP1 cells + 20 nM CPT, ATP luminescence, 48 h. 12% of 420,000 active. Potency, µM (titrated, usually from 46.2 µM), without a hit: at the highest dose activity change, negative = growth inhibition, actives largely listed as inhibitors; also: nearly all actives have a fitted effect of over 55% in size
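Chicken DT40 Tdp1-/- cells complemented with human TDP1, 400 cells/well, exposed to compounds plus 20 nM camptothecin for at least 48 h at 37 C; viability read as ATP content by CellTiter-Glo luminescence.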
* marks the source's active call; other numbers are inactive results; ? = inconclusive; . = not tested or not shown; [ ] = another dose, or the depositor's remark. Calls follow the shape of the dose curve; as a rule, active = well fitted curve in the direction sought with a large enough effect; inconclusive = small, poorly fitted or top-dose-only effect, or another doubt; inactive = no such curve, though single readings can be large; an effect the other way counts as inactive or inconclusive. % is scaled to controls: 0 for no effect and ±100 for the full control effect; potency is read from the fitted curve at half-maximal effect.

SMILES	TDP1 inh	TDP1 cell noCPT	TDP1 cell CPT
N#Cc1ccccc1S(=O)(=O)N1CCN(C(=O)[C@H](Cc2ccccc2)NC(=O)c2ccco2)CC1	2%	?	-19%
CS(=O)(=O)N(Cc1ccc(C(=O)NC2CCCCC2O)cc1)c1ccccc1 (stereo not given)	6%	5%	-3%
COc1ccc(-c2nc(SC(CC(=O)NCCN3CCOCC3)c3cccs3)n[nH]2)cc1 (stereo not given)	-1%	-2%	2%
O=C(Nc1nncs1)c1cccc(S(=O)(=O)N2CCCC2)c1	11%	-1%	2%
OCC[C@@H]1C[C@H](O)[C@@H](O)[C@]2(OCc3cc(Cl)ccc32)O1	.	0%	1%
O=C(Nc1cccc(C(F)(F)F)c1)c1csc([C@@H]2C[C@H](O)[C@@H](CO)O2)n1	.	-12%	?
CC(=O)c1ccc(NC(=O)CSc2nc(-c3ccccc3C)nc3c2c(=O)n(C)c(=O)n3C)cc1	3%	?	?
OCCc1c[nH]c2cc(F)ccc12	.	-5%	-4%
COc1cccc(NC(=O)c2cnc(SCC(=O)NCc3ccc4c(c3)OCO4)n(C)c2=O)c1	.	12µM*	21µM*
O=C(O)CSc1nnc(-c2ccc3c(c2)OCO3)n1-c1ccccc1	-2%	-11%	0%
CCN(C(=O)Cn1c(=O)n(CC2CCC(C(=O)NC)CC2)c(=O)c2sccc21)c1ccccc1 (stereo not given)	8%	-28%	-27%
C[C@H](N)C(=O)N1CCC(C(=O)N[C@@H](Cc2ccccc2)C(=O)Nc2ccc(F)cc2)CC1	.	-8%	-2%
S=c1[nH]c2nc(Cl)c(Cl)nc2[nH]1	.	-17%	-6%
NC(=O)C[N+]1(CC#CC(O)(c2ccccc2)c2ccccc2)CCCC1	5%	-34%	-22%
Fc1ccc(-c2noc3ncnc(N4CCN(c5ccccc5)CC4)c23)cc1	0%	?	?
Fc1ccccc1N1CCN(CCCNc2ccc3nncn3n2)CC1	-1%	-30%	3%
Cc1ccc(N2C(=O)CCC2(C(N)=O)c2ccccc2)cc1 (stereo not given)	5%	6%	-4%
Cc1oc(-c2ccccc2F)nc1CS(=O)(=O)CC(=O)N1CCOCC1	5%	-18%	-8%
COCCNC(=O)C(c1ccc(C)o1)N(CC1CCCO1)C(=O)Cn1nnc2ccccc21 (stereo not given)	4%	1%	5%
CCc1sc(/C=C(/C#N)C(N)=S)cc1[N+](=O)[O-]	-13%	0%	-7%

Sorted by formula weight (lowest first): 3 of the compounds above.
SMILES	TDP1 inh	TDP1 cell noCPT	TDP1 cell CPT
S=c1[nH]c2nc(Cl)c(Cl)nc2[nH]1	.	-17%	-6%
Fc1ccc(-c2noc3ncnc(N4CCN(c5ccccc5)CC4)c23)cc1	0%	?	?
COCCNC(=O)C(c1ccc(C)o1)N(CC1CCCO1)C(=O)Cn1nnc2ccccc21 (stereo not given)	4%	1%	5%

(more compounds)
SMILES	TDP1 inh	TDP1 cell noCPT	TDP1 cell CPT
CCCC(NC(=O)CCc1c(C)c2cc3c4c(oc3c(C)c2oc1=O)CCCC4)C(=O)O (stereo not given)	.	-10%	12µM*
Cn1cnnc1SCC(=O)NN1C(=O)NC(C)(c2ccccc2)C1=O (stereo not given)	0%	1%	1%
CCCn1nnc(NC(=O)c2ccccc2Br)n1	2%	-9%	-10%
COc1ccccc1S(=O)(=O)N(C)C[C@H]1Oc2cc(Br)ccc2S(=O)(=O)N([C@@H](C)CO)C[C@H]1C	.	16µM*	29µM*
CN(C)/C=C/C(=O)c1ccc2noc(-c3ccccc3)c2c1	.	?	?
COc1ccc(NC(=O)CCCOc2ccc(Cl)c(C)c2)cc1S(=O)(=O)N1CCOCC1	0%	?	?
COc1ccccc1NC(=O)CN1C(=O)COc2ccc(S(=O)(=O)N3CCC(C)CC3)cc21	7%	-5%	-24%
Cc1ccccc1C1=CCN(c2ncc(NC(=O)c3ccc(Cl)cc3)cc2C(=O)O)CC1	-6%	23µM*	?
Cc1ccc(NC(=O)C2(C)CCN2C(=O)C2(c3ccc(Cl)cc3)CC2)cc1 (stereo not given)	.	18µM*	15µM*
Cc1cc(/C=C2\NC(=O)NC2=O)c(C)n1-c1cccnc1	.	-10%	1%
COc1ccc(OC)c(CN2C(=O)CSCC2(C)C(=O)NC(C)C)c1 (stereo not given)	.	-11%	-24%
OC(COc1ccccc1)CN1CCN(Cc2ccc3c(c2)OCO3)CC1 (stereo not given)	0%	-16%	9%
O=C(c1ccccc1)N1CCN(c2ncccn2)CC1	.	3%	5%
c1ccc(Cn2nnnc2C(c2cccs2)N2CCc3ccccc3C2)cc1 (stereo not given)	1%	29µM*	?
C=C(C)Cn1c(SCC(=O)c2ccc(OC)cc2)nc2sc3c(c2c1=O)CCCC3	.	12µM*	10µM*
CCCOCC(O)CC(CC)C(=O)NNC(=S)Nc1ccccc1 (stereo not given)	2%	-5%	1%
COc1cc(-c2ccc3oc(-c4cccc(C)c4)c(C#CC4(O)CCCCC4)c3c2)cc(OC)c1OC	3%	16µM*	16µM*
COCC(C)N1CCC(Oc2ccc(C(=O)N3CCCC3)cc2)CC1 (stereo not given)	1%	13%	7%
O=C(Nc1ccccc1-c1nnn(CC(=O)N2CCCc3ccccc32)n1)c1ccco1	8%	?	?
CN1CCN(C(=O)/C(=C\c2ccccc2)c2ccccc2)CC1	1%	-27%	-19%
CN(CCCn1c(=S)[nH]c2ncccc2c1=O)Cc1ccccc1	4%	-13%	-1%
CCCn1nnnc1NCc1cccc(Cl)c1	.	1%	25%
CCOc1ccc(S(=O)(=O)N(C)C)cc1-c1nc2c(C(C)(C)C)nn(C)c2c(=O)[nH]1	-5%	-7%	-19%
CCCn1c(N)c(N2CCCCC2)c(=O)n(CC(=O)Nc2ccccc2C(F)(F)F)c1=O	1%	-29%	-22%
CSc1oc(-c2ccccc2)nc1S(=O)(=O)c1ccc(C)cc1	2%	?	?
Cc1ccc(-n2nnnc2-c2ccccc2)cc1	6%	?	?
C=CCn1c(SCC(=O)Nc2sccc2C(N)=O)nc2sc(C)c(C)c2c1=O	.	?	?
COc1cc(-c2cc(C(=O)Nc3ccc(S(N)(=O)=O)cc3)c3ccccc3n2)cc(OC)c1OC	.	3.7µM*	4.1µM*
CC1(C)S/C(=N/N=C/c2ccco2)NC1=O	4%	?	1%
COc1ccc2c(c1)c[n+](C)c1c3cc(OC)c(OC)cc3ccc21	.	1.2µM*	1.2µM*

As entered above:
`CCCn1nnnc1NCc1cccc(Cl)c1` in TDP1 cell CPT is listed with 25%
`CCOc1ccc(S(=O)(=O)N(C)C)cc1-c1nc2c(C(C)(C)C)nn(C)c2c(=O)[nH]1` in TDP1 inh is listed with -5%
`CN(CCCn1c(=S)[nH]c2ncccc2c1=O)Cc1ccccc1` in TDP1 cell noCPT is listed with -13%
`Cc1ccc(-n2nnnc2-c2ccccc2)cc1` in TDP1 inh is listed with 6%
`CCCn1c(N)c(N2CCCCC2)c(=O)n(CC(=O)Nc2ccccc2C(F)(F)F)c1=O` in TDP1 inh is listed with 1%
`COc1ccc2c(c1)c[n+](C)c1c3cc(OC)c(OC)cc3ccc21` in TDP1 cell CPT is listed with 1.2µM*
`CSc1oc(-c2ccccc2)nc1S(=O)(=O)c1ccc(C)cc1` in TDP1 inh is listed with 2%

Going on with the list:
Values run as follows: TDP1 inh, TDP1 cell noCPT, TDP1 cell CPT
- CC(C(=O)NCc1ccccc1)n1ccc2cc(S(=O)(=O)N3CCCC3)ccc21 (stereo not given)
    3%, 18µM*, ?
- CC[C@]12c3[nH]c4cc(-c5ccco5)ccc4c3CCN1C(=O)[C@@H](CC(=O)NCCCOC)C[C@@H]2C(=O)N1CCN(C(=O)c2ccco2)CC1
    0%[56.1 µM], ?, ?
- Cc1ccc(-c2nn(CC(=O)Nc3ccc4c(c3)nc3n4CCOC3)c(=O)c3ccccc23)cc1
    -4%, -16%, -10%
- O=C(CSc1n[nH]c(-c2ccc(S(=O)(=O)NC3CCCCC3)cc2)n1)N1CCCC1
    8%, -17%, ?
- O=C(NCc1ccc2c(c1)OCO2)C1CC(c2ccc(Cl)cc2)=NO1 (stereo not given)
    3%, -18%, -2%
- Cc1ccc(NC(=S)N(CCN(C)C)C(C)c2ccco2)cc1Cl (stereo not given)
    4%, ?, ?
- O=C(O)c1cc(-c2ccccc2)c(N2CCOCC2)s1
    -2%, 2%, -6%
- Cc1nn(CC(=O)NCCCN2C(C)CCCC2C)c(=O)c2cc3occc3n12 (stereo not given)
    0%, 28%, -19%
- CCn1c(=O)n(CCOC)c(=O)c2c3c(sc21)CCCC3
    -4%, -24%, -16%
- CCCCc1ccc(NC(=O)C(=O)NCCN2CCN(Cc3ccc([N+](=O)[O-])cc3)CC2)cc1
    4%, 0.73µM*, 3.3µM*
- Cc1cc(C(=O)N2CCN(c3ncccc3C#N)CC2)no1
    ?, -5%, 6%
- CCN(CC)P(=O)(Nc1ccccc1Br)c1ccc(N(C)C)cc1NC(=O)c1ccco1 (stereo not given)
    5%, 23µM*, 29µM*
- CCS(=O)(=O)c1ccc(O)c(NC(=O)NC2CCCCC2)c1
    1%, -13%, -8%
- Cc1cccc(-c2ccc3c(c2)C2CC3CCN2C)c1 (stereo not given)
    ., ?, ?
- Cc1c(C(=O)Nc2cccc(C(F)(F)F)c2)oc2ccc(S(=O)(=O)N3CCC4(CC3)OCCO4)cc12
    10%, 9.2µM*, 15µM*
- O=C(Nc1ncccn1)c1cccc(Cl)c1
    ., -1%, 4%
- COc1ccc(CNC(=O)CSc2ncnc3nc[nH]c23)cc1
    6%, -3%, -22%
- Brc1ccccc1C1Nc2cccc3cccc(c23)N1
    ., -26%, -22%
- CCOc1ccc2c(c1)nc(SCC(=O)c1ccc(Br)s1)n2C
    0%, ?, ?
- CCC(=O)N1CCc2cc(S(=O)(=O)N3CCN(c4ccccc4)CC3)ccc21
    5%, 5%, -9%
- CCC(C)NS(=O)(=O)c1ccc(NC(=O)C(Sc2ccccc2)c2ccccc2)cc1 (stereo not given)
    3%, ?, ?
- O=C(NCC(O)c1ccc([N+](=O)[O-])cc1)C1=COCCO1 (stereo not given)
    -1%, -1%, 2%
- O=C(NCC(=O)N(c1cccc(F)c1)C(C(=O)NCC1CCCO1)c1ccccc1)c1ccco1 (stereo not given)
    0%, -8%, 2%
- CCCCCC(=O)N1C[C@H](O)[C@@H](n2cc(-c3ccc(F)cc3)nn2)C[C@@H]1c1ccc(OC)cc1
    ., ?, ?
- O=C(O)CSc1nc2ccc(Cl)cc2[nH]1
    4%, -10%, -19%
- N#CCCN(C(=O)COC(=O)CCNS(=O)(=O)c1ccccc1)c1ccccc1
    0%[56.1 µM], 4%, 6%
- O=C(Nc1ccc2c(c1)OCCO2)C1c2ccccc2OCC(=O)N1C1CC1 (stereo not given)
    ., -17%, 10%
- Cc1ccc(SCCOCCN2CCOCC2)cc1
    4%, -8%, 0%
- Cc1ccc(-n2nc3ccc(NC(=O)c4ccco4)cc3n2)cc1
    -6%, ?, ?
- O=C(CSc1ccc2nnc(-c3ccccn3)n2n1)Nc1ccc2c(c1)OCO2
    1%, -21%, 3%
- COc1ccc(CCn2c(=N)c(C(=O)NCc3ccco3)cc3c(=O)n4ccccc4nc32)cc1OC
    ., 6.5µM*, 7.3µM*
- Cc1ccc(N(C(=O)Cc2cccs2)C(C(=O)NCC2CCCO2)c2ccncc2)cc1 (stereo not given)
    -6%, -5%, 1%
- COc1ccc(N2CC(C(=O)Nc3ccc(S(=O)(=O)N4CCCC4)cc3)CC2=O)cc1 (stereo not given)
    ., -4%, 5%
- COc1ccc(OC)c(CN(CCCN2CCOCC2)S(=O)(=O)c2ccc(NC(C)=O)cc2)c1
    2%, -20%, 2%
- O=C(CSc1ccc(-c2cccnc2)nn1)Nc1ccccc1C(F)(F)F
    6%, -2%, -24%
- O=C(Nc1ccccc1F)c1ccc(S(=O)(=O)NCC2CCCO2)cc1 (stereo not given)
    1%, -21%, -28%
- COc1ccc(CCN(C(=O)c2cccc(F)c2)C2CC(=O)N(c3ccc(OC)cc3)C2=O)cc1 (stereo not given)
    6%, ?, -17%
- Fc1cccc(Cl)c1-c1nnc2ccc(C(F)(F)F)cn12
    2%, -10%, -15%
- COc1cccc(S(=O)(=O)NCC(=O)N2CCCC2)c1
    ., 28%, -13%
- CCC(C)NC(=O)Cn1cnc([N+](=O)[O-])c1 (stereo not given)
    5%, 19%, 2%
- O=C(NC(=S)Nc1ccc(CN2CCOCC2)cc1)c1ccc([N+](=O)[O-])cc1Cl
    0%, 26µM*, 1%

Assay outcomes deposited in PubChem BioAssay by National Center for Advancing Translational Sciences (NCATS).
